GPR35 arrestin U2OS = GPR35 antagonists blocking zaprinast-driven arrestin recruitment, primary screen, imaging, U2OS, beta-arrestin-GFP, zaprinast agonist (AID 2058). actives 0.052% (n = 290,000). one-dose inhibition, % at 10 µM; IC50 in µM for titrated hits. U2OS GPR35 beta-arrestin-GFP translocation imaging, zaprinast antagonism; higher % means a stronger effect;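 active means inhibition of at least 50% with at least 30 cells and total cytoplasm GFP at most 10,000,000; inconclusive means under 30 cells or total GFP of 10,000,000 plus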
SV40 large T antigen = SV40 large T antigen inhibitors, biochemical (AID 1903); inhibition, % at 20 µM, or IC50 in µM where a hit was titrated; actives 0.39% (n = 310,000); SV40 large T antigen ATPase/helicase inhibition assay; higher % means a stronger effect; in the data active means a potency from the dose series; inconclusive means inhibition mostly from about 32% at the one dose, without a potency; inactive means the rest, 99 in 100 with inhibition below about 32%; further: strong numbers were not always called active
K1F lysis inhibition = inhibition of K1F phage lysis, E. coli UTI89, bacterial capsule biogenesis inhibitors, alamar blue (AID 488966). E. coli UTI89 K1F phage lysis, alamar blue, 2 h; higher % means a stronger effect. inhibition, % at 100 µM, or IC50 in µM where a hit was titrated. actives 0.02% (n = 340,000);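 active means phage lysis inhibition, versus mean bacterial control, above a set limit; inconclusive means no clear call, values can overlap the other calls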;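 further: capsule biogenesis inhibitors block K1F phage lysis so surviving cells raise fluorescence; higher fluorescence means more inhibition of phage lysis; actives were called in the ten point dose series up to 300 µM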
MgcRacGAP inhibition = MgcRacGAP GTPase-activating activity inhibitors, confirmation, biochemical, ADP Hunter fluorescence. MgcRacGAP-stimulated Rac1 GTP hydrolysis, ADP Hunter fluorescence; higher % means a stronger effect; GST-tagged Rac1 F28L mutant substrate. inhibition, % at 30 µM; hits with a dose series show IC50 in µM. actives 0.6% (n = 340,000). AID 624330;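 active means first-screen hits whose inhibition reached a set limit at any dose in the follow-up dose series; inconclusive means inhibition above the set first-screen limit but never retested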;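 further: fluorescence reports GDP produced by GAP-driven GTP hydrolysis; strong numbers were not always called active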
GPR55 antagonists = inhibition of LPI-stimulated GPR55 beta-arrestin translocation – imaging, U2OS, beta-arrestin-GFP, LPI agonist, primary screen (AID 2013) | U2OS GPR55 beta-arrestin-GFP translocation imaging, LPI antagonism; higher % means a stronger effect | one-dose inhibition, % at 10 µM; IC50 in µM for titrated hits | actives 0.13% (n = 290,000);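 active means spots per cell inhibited over 60%, with over 100 cells counted and total cytoplasm intensity under 500,000; inconclusive means wells with under 100 cells, flagged as likely toxic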;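 further: U2OS cells stably carrying GPR55 and arrestin-GFP stimulated by 5 µM LPI near EC80; imaged beta-arrestin-GFP aggregate spots per cell after agonist stimulation; plate controls were LPI-stimulated DMSO wells for no effect and DMSO wells without LPI for full effect; some results filed as inactive read as strong as hits; confirmed hits need IC50 under 10 µM and bright autofluorescent wells are also inconclusive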
HIV fusion peptide = cell-free HIV fusion peptide-binding blockers – biochemical, uHTS, fluorescence dequenching, primary screen (AID 1986). cell-free peptide binding, fluorescence dequenching, 30 min; higher % means a stronger effect. one-dose inhibition, % at 20 µM; IC50 in µM for titrated hits. actives 0.3% (n = 290,000); in the data active means inhibition mostly above about 52%, no sharp cut-off; inactive means mostly below about 76%; further: some results filed as inactive read as strong as hits
Dengue-2 NS5 capping = flavivirus cap methylation enzyme inhibition – biochemical, confirmation dose response, primary screen (AID 588689); Dengue-2 NS5 methyltransferase capping enzyme assay, biochemical; higher % means a stronger effect; one-dose inhibition, % at 25 µM; IC50 in µM for titrated hits; actives 0.3% (n = 340,000); in the data active means a potency from the dose series; inconclusive means inhibition above about 29% without an active follow-up result
RSV antiviral HEp-2 = RSV antiviral activity via CPE protection, HEp-2 cells, primary 10 µM value included (AID 2391); actives 0.13% (n = 310,000); HEp-2 cells, RSV-induced CPE inhibition; higher % means a stronger effect; CPE inhibition, % at 10 µM, or IC50 in µM where a hit was titrated; in the data active means a potency from the dose series; inconclusive means CPE inhibition mostly from about 23% at the one dose, without a potency; inactive means the rest, 99 in 100 with CPE inhibition below about 21%; further: strong numbers were not always called active
PhoP inhibition = PhoP-dependent GFP reporter repression – Salmonella Typhimurium, primary screen (AID 1863) | S. Typhimurium PhoP-regulated promoter GFP reporter, 4 h; higher % means a stronger effect | inhibition, % at 50 µM; hits with a dose series show IC50 in µM | actives 0.16% (n = 300,000);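 active means inhibition over 29.93%, a cutoff 3 SD above the screen mean, later confirmed by dose response; inconclusive means inhibition over 29.93% but no dose response follow-up; inactive means inhibition at most 29.93% or unconfirmed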;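 further: 0% = low Mg2+ inducing control and 100% = high Mg2+ repressing control; strong numbers were not always called active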
Dengue-2 NS5 capping pilot replicate = recorded beside Dengue-2 NS5 capping, whose call it bears; inhibition, %; measured here: pilot screen replicate inhibition
Numbers without * were called inactive; ? = inconclusive; · = no result given; [ ] = another dose, or the depositor's remark.

SMILES | GPR35 arrestin U2OS | SV40 large T antigen | K1F lysis inhibition | MgcRacGAP inhibition | GPR55 antagonists | HIV fusion peptide | Dengue-2 NS5 capping | RSV antiviral HEp-2 | PhoP inhibition | others
COc1ccccc1CN1CC(C(=O)N(C)Cc2ccc(C)o2)CCC1=O (centres undefined) | -7% | 12% | 0.2% | 3% | 0% | -1.3% | -10% | -0.2% | 0%
O=C(N/N=C/C1=C(N2CCOCC2)C(=C\c2ccccc2)/CC1)Nc1ccccc1 | -10% | 27% | 3.3% | 1% | 2% | 3.4% | -1% | 0.1% | 1%
COc1ccccc1N1CCN(C(=O)C2CCCO2)CC1 (centres undefined) | 2% | 6% | 0.0%[50 µM] | 8% | -4% | 0.0% | 0% | 0.6% | -1%
OCC1(Cc2cccc(Cl)c2)CCCN(Cc2ccc(F)c(F)c2)C1 (centres undefined) | -1% | 5% | 0.1% | 8% | -8% | 1.1% | 5% | ? | -2% | Dengue-2 NS5 capping pilot replicate=-2.1
COC(=O)c1ccccc1N1C(=O)C2C(C1=O)[C@H]1C=C[C@@H]2C1 (some centres undefined) | 4% | 7% | 1.9% | 10% | 0% | -1.5% | 6% | 1.9% | 8%
COC(=O)c1ccccc1NC(=O)c1cccc(NC(=O)C(C)C)c1 | -3% | 18% | 0.0% | 10% | 14% | 0.6% | 2% | 1.9% | -1%
COc1ccc(C)cc1NC(=O)c1ccoc1C | -9% | 4% | 0.3% | 5% | -18% | 0.5% | -1% | 0.7% | 14%
CCN(CC)S(=O)(=O)c1ccc(C)c(NC(=O)COC(=O)c2ccc(C)c(S(=O)(=O)N3CCOCC3)c2)c1 | 24% | 12% | 0.0% | 9% | 14% | 2.4% | -10% | 6.0% | -4% | Dengue-2 NS5 capping pilot replicate=0.6
O=C(NC1CCCCC1)C1CC(=O)N(CCc2ccc(F)cc2)C1 (centres undefined) | 17% | 3% | 2.1% | -10% | 8% | 0.2% | -1% | 1.0% | 10%
O=C1CCC(C(=O)Nc2cc(C(F)(F)F)ccc2-n2cncn2)=NN1 | -5% | 6% | 0.1% | 2% | -2% | -0.2% | -1% | 0.4% | 0%
COc1cc(/C=C/C(=O)O)cc2c1OCCO2 | -9% | 6% | 0.1% | 11% | 16% | 3.0% | 3% | 2.9% | -20%
CCC(C(=O)NCCc1c[nH]c2ccc(C)cc12)c1ccccc1 (centres undefined) | 4% | 2% | 0.3% | · | -6% | -0.7% | 0% | 1.6% | 19%
CN(CC(=O)Nc1cccc(F)c1)C(=O)c1cccc(-n2cccc2)c1 | · | 3% | 0.7%[50 µM] | 1% | · | · | -4% | 0.4% | -6%
CC1=CC=CC2=NC(=O)CC(C)(C(=O)O)N12 (centres undefined) | 0% | 7% | 1.8% | 4% | 8% | 2.0% | -7% | 0.8% | 1%
COc1ccc2c(CC(=O)OCC(=O)Nc3cc(C)c(C)cc3[N+](=O)[O-])coc2c1 | -2% | 13% | 3.5% | -3% | -2% | -1.2% | -3% | 1.6% | 0%
COc1cccc(C(=O)N2CCN(C3CCC(c4ccccc4)CC3)CC2)c1 (centres undefined) | 14% | 22% | ? | 15% | -2% | -0.4% | -10% | · | 8%
CO/N=C/NC(=O)NOCc1ncc(C(F)(F)F)cc1Cl | -8% | 2% | -0.5% | 6% | -3% | -1.6% | -4% | 2.0% | 0%
C=CCC1NS(=O)(=O)OC(CCCC)C1O (centres undefined) | 9% | -1% | 5.8% | -1% | 8% | -0.3% | -6% | -2.4% | -11%
CCOC(=O)Nc1cc(=O)c2ccccc2o1 | -4% | 3% | -1.5% | 8% | -14% | 1.2% | 4% | 0.3% | 11%
CCCCN(C(=O)C(C)Oc1ccc(Br)cc1)c1c(N)n(Cc2ccccc2)c(=O)[nH]c1=O (centres undefined) | 6% | 9% | 0.0% | -2% | 3% | -0.7% | -9% | 1.7% | -1%
Cc1cccc(C(=O)NCC(c2ccc(F)cc2)N2CCOCC2)c1 (centres undefined) | -2% | 10% | 0.9%[50 µM] | 4% | 1% | 0.1% | 0% | -1.0% | 5%
CC#CCOC(=O)c1c(C)nc2sc3c(c2c1N)CCC(O)C3 (centres undefined) | · | 12% | 3.4% | -1% | · | · | -91% | 2.5% | -9%
CCn1c(Cc2cccs2)nnc1SCC(=O)NC1CC1 | -6% | 10% | 0.1% | 4% | 12% | -0.1% | 1% | 2.2% | -1%
CN(C)C(=O)c1cc(C(=O)c2ccc(Cl)cc2Cl)c[nH]1 | -5% | 1% | 0.3% | 3% | -2% | -1.3% | 0% | 3.8% | 1%
CCOC(=O)c1ccc(NC(=O)CSCC(=O)OCC(=O)c2ccccc2)cc1 | 3% | 15% | -0.3% | 0% | 3% | 3.9% | 1% | 0.1% | 4%

New compounds follow:
SMILES | GPR35 arrestin U2OS | SV40 large T antigen | K1F lysis inhibition | MgcRacGAP inhibition | GPR55 antagonists | HIV fusion peptide | Dengue-2 NS5 capping | RSV antiviral HEp-2 | PhoP inhibition | others
Cc1nn2c(=O)c(NC(=O)c3ccc(Cl)cc3)cnc2s1 | -7% | 4% | 0.1% | 7% | 20% | -0.9% | 3% | 0.6% | 1%
Cc1noc(C)c1COc1ccccc1C(=O)NCCOc1ccccc1F | · | · | 0.1%[50 µM] | 0% | · | · | -2% | 1.3% | ·
Cn1c(=O)c2nc3ccccc3nc2n(C)c1=O | -4% | · | -0.1% | 0% | -2% | 0.9% | -3% | 11% | ·
CCC(C)(C)NC(=O)C(c1ccc(C)cc1)N(CC1CCCO1)C(=O)CNC(=O)c1cccs1 (centres undefined) | -4% | 12% | 0.2% | 3% | -5% | 1.8% | -8% | -0.4% | 3%
Cc1cccc(OCc2nnc(SCC(=O)c3cccs3)n2C)c1C | 10% | 18% | 3.5% | 11% | 3% | 0.8% | -10% | 0.8% | -1%
Cc1ccc(S(=O)(=O)N2CCN(C(=O)CC(C)n3nc(C)c(Cl)c3C)CC2)cc1 (centres undefined) | 6% | 4% | -0.1% | -6% | -5% | -0.5% | -6% | 1.4% | 7%
COc1ccc(N2CCN(C(=O)c3ccc(Oc4ccc(C(F)(F)F)cn4)cc3)CC2)cc1 | -21% | 9% | 6.7% | 1% | -11% | -2.1% | -10% | 1.9% | -14%
COc1ccc(CN(CC(=O)NC2CCCCC2)C(=O)CCCC(=O)Nc2ccccn2)cc1 | 5% | 3% | 0.0% | 1% | -2% | -1.9% | -5% | -0.1% | -12%
Cc1ccc2nc(N3CCN(c4ccccc4)CC3)c(C=O)c(=O)n2c1 | 6% | 4% | 0.0% | 3% | -2% | 38% | 17% | 0.0% | -3%
Cc1cccc(C(=O)NCc2nnc(SCC(=O)NC3CCCC3)n2C)c1 | -15% | 1% | -0.1% | 2% | -3% | 1.4% | -2% | 0.8% | 2%
COc1cccc(N2CC(C(=O)Nc3c(C(N)=O)oc4ccccc34)CC2=O)c1 (centres undefined) | · | 15% | 0.7%[50 µM] | 4% | · | · | 1% | -1.6% | -1%
CSCCC(NC(=O)c1cccc(C)c1)C(=O)Nc1sccc1C(N)=O (centres undefined) | 0% | 18% | 0.1% | 10% | -8% | 1.8% | -3% | 0.1% | 1%
CCOc1ccc(NC(=O)CSC2=NCCN2)cc1 | 11% | 5% | 5.5% | 5% | 1% | 1.0% | 6% | 1.7% | ?
CCCCn1c(N)c(N(CCOC)C(=O)C2CCN(c3ncnc4sc(C)c(C)c34)CC2)c(=O)[nH]c1=O | · | 17% | 0.5%[50 µM] | 3% | · | · | -1% | 5.4% | 7%
CCCCOc1ccc(C(C)NC(=O)CCS(=O)(=O)Cc2ccccc2Cl)cc1 (centres undefined) | 2% | 19% | -7.2% | -5% | -2% | 3.1% | -4% | 0.5% | -11%
O=C(CSc1ccc(-c2ccccc2)nn1)N1CCCCC1 | -3% | 4% | 1.7% | 8% | 7% | -0.2% | -11% | 3.1% | 3%
COC(=O)c1cc2occc2n1Cc1nc(-c2ccccc2C)oc1C | -8% | -12% | -0.3% | 1% | 7% | 15% | -2% | -0.3% | -2%
O=C1Nc2c(Br)cc(Br)c3cccc1c23 | 2% | 2% | 0.1% | 6% | -22% | -0.3% | 1% | 19% | -3%
O=C(CC(c1ccccc1)(c1ccccc1)c1ccccc1)N[C@@H](Cc1ccc(O)cc1)C(=O)O | 3% | 15% | -0.9% | 4% | 14% | 3.5% | -5% | 1.3% | -9%
Cc1c(C(=O)Nc2cccc3cccnc23)oc2ccccc12 | 6% | 5% | 0.0% | 5% | 9% | 1.3% | -1% | 0.4% | 2%
Cc1ccccc1OCc1nc2c3cnn(C)c3ncn2n1 | -2% | -4% | 0.3% | 14% | 10% | 2.5% | -4% | 4.9% | 9% | Dengue-2 NS5 capping pilot replicate=1.2
Cc1cccc(NC(=O)c2cc(=O)c3ccccc3o2)c1 | 13% | 5% | 0.1% | 4% | 12% | -0.5% | -3% | 5.0% | 0%
CCn1cc(C(=O)OCC(=O)N(C)Cc2ccccc2)c(=O)c2ccc(C)nc21 | 0% | 10% | 0.5% | 5% | 13% | -0.7% | -8% | 0.8% | -4%
COCc1[nH]nc2c1C1(CCC3(CC1)OCCO3)C(C#N)=C(N)O2 | 26% | 16% | 1.8% | 7% | 5% | -1.6% | -5% | 0.6% | 11%
CCN(CC)S(=O)(=O)c1c(OC)cc(C)c(Cl)c1C | 8% | 2% | 0.4% | 0% | 0% | -0.3% | -3% | 1.0% | -8%
CCCn1nc(C(=O)NCCN2CCOCC2)c2ccccc2c1=O | 3% | 1% | 0.7% | 0% | 18% | -1.9% | -3% | -0.3% | -19%
c1cc(-c2noc(CC3CCCCC3)n2)ccn1 | -2% | -2% | 1.6% | 4% | -3% | 0.1% | -13% | 1.6% | 5%
CCOC(=O)N1CCN(C(=O)CSc2nnc(-c3ccc(C)c(C)c3)o2)CC1 | 13% | 1% | 4.2% | 3% | -3% | -10% | -2% | 44% | 13%
Cc1ccc(/C=N/NC(=O)C(C)Oc2cccc3ccccc23)o1 (centres undefined) | 4% | 11% | -1.1%[50 µM] | 6% | 4% | 7.6% | -3% | 0.8% | -3%
